D2 antag: HTS Assay for Allosteric Antagonists of the Human D2 Dopamine Receptor: Primary Screen for Antagonists; hit rate 2% among 340,000; AID 485344, 2010; D(2) dopamine receptor (Homo sapiens), P14416; HEK293 TREx D2 cells, calcium flux, dopamine EC80; inhibition, % at 10 µM; in the data active = inhibition above about 30%; note: 0% is about no effect
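Dopamine at EC80 is the agonist stimulus; test compounds precede it by 180 s. Calcium flux read kinetically in a force-coupled, inducible HEK293 T-REx D2 cell line.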
D2 ag: HTS Assay for Allosteric Agonists of the Human D2 Dopamine Receptor: Primary Screen for Agonists. HEK293 T-REx D2 cells, calcium flux agonist mode. activation, % at 2 µM. hit rate 0.53% among 340,000;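 active = activation over 3 SD above normal in the single-dose calcium agonist read, cut at about 30% in these data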; note: 0% is about no effect
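Tetracycline-induced HEK293 T-REx cells with force-coupled D2 receptor, plated overnight at 30 C, loaded with no-wash calcium dye. After a 10 s baseline, compound was pin-added and calcium flux read kinetically for 180 s; calcium rises flagged agonists.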
D2 PAM: HTS Assay for Positive Allosteric Modulators of the Human D2 Dopamine Receptor: Primary Screen for Potentiators | HEK293 T-REx D2, calcium flux, EC20 dopamine potentiation | hit rate 0.34% among 340,000 | D(2) dopamine receptor (Homo sapiens), P14416 | potentiation, % at 10 µM;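 active = potentiation over 3 SD above the plate norm, cut at about 30% in these data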; note: 0% is about no effect
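Using a no-wash calcium dye in inducible, force-coupled HEK293 Trex cells expressing D2, we tracked fluorescence each second for 180 s after compound, then for 180 s after EC20 dopamine to detect augmented signalling.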
D1 ag: Allosteric Agonists of the Human D1 Dopamine Receptor: qHTS; HEK293 T-REx D1 cells, calcium flux, agonist mode; activation, % at 2 µM; hit rate 1% among 360,000; AID 504660, 2011; note: 0% is about no effect
Target sequence (P21728 whole entry, looked up): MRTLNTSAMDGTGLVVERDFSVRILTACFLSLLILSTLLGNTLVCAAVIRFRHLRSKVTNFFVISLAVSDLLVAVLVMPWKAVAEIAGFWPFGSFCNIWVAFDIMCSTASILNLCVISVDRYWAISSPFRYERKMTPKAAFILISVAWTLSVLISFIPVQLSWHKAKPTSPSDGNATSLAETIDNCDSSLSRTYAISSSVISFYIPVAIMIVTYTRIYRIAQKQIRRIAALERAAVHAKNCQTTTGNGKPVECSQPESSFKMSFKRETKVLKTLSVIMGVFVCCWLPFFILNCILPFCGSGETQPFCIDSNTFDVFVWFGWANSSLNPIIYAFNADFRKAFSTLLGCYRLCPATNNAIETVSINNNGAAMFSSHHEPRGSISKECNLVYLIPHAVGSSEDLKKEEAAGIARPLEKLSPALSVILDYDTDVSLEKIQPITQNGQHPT
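Tetracycline-induced HEK293 TREx D1 cells, force-coupled to calcium signalling, were dye-loaded with a no-wash calcium kit. Compound was pin-added after a 10 s baseline. Fluorescence was read kinetically at 1 cycle/s for 180 s, with calcium rises flagged as agonism.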
TRHR enhancer: qHTS for Small Molecule Agonists and Allosteric Enhancers of Human TRH Receptor: Primary Screen for Enhancers. Thyrotropin-releasing hormone receptor (Homo sapiens), P34981. TRHR cells, fluo-8 calcium fluorescence, EC20 TRH enhancement. enhancement, % at 2 µM. hit rate 0.66% among 360,000. AID 493056, 2011; in the data active = enhancement above about 30%; note: 0% is about no effect
Target sequence (P34981 whole entry, looked up): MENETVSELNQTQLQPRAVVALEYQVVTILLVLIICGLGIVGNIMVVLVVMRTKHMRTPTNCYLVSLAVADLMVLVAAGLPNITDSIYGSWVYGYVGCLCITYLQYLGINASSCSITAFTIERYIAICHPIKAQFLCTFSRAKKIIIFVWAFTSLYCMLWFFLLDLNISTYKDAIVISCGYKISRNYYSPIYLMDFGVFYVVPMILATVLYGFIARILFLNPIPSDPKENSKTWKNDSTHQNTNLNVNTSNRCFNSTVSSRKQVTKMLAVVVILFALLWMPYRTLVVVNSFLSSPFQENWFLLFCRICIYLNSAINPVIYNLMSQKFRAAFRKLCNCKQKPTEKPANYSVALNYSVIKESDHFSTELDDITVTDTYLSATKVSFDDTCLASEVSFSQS
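Enhancer read-out: after compound pinning and an initial kinetic agonist-mode read, an EC20 of TRH (10 nM final) was injected and fluo-8 calcium signal (Ex 480/Em 530) followed at 1 s/cycle for 100 cycles in TRHR-expressing cells.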
TRHR ag: qHTS for Small Molecule Agonists and Allosteric Enhancers of Human TRH Receptor: Primary Screen for Agonists | TRHR cells, calcium flux fluo-8, FDSS agonist mode | AID 493084, 2011 | activation, % at 2 µM | Thyrotropin-releasing hormone receptor (Homo sapiens), P34981 | hit rate 0.18% among 360,000; note: 0% is about no effect
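TRHR-expressing cells, plated overnight in medium with 10% serum, were loaded with fluo-8 calcium dye at room temperature. After a 10 s baseline, library compound was pin-added and calcium release was recorded kinetically (ex 480/em 530) as agonist response.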
RXFP1 antag: qHTS Assay for Antagonists of the Relaxin Receptor RXFP1. Relaxin receptor 1 (Homo sapiens), Q9HBX9. HEK293-RXFP1, relaxin-stimulated cAMP HTRF, 30 min; hits give low values. activity change, negative = inhibition, % at 57.5 µM. hit rate 0.59% among 350,000. AID 1259400, 2018;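 active = activity change of -60% or lower, but not beyond a set lower limit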; note: % is set by controls: 0 for no effect and ±100 for the full control effect
D1 antag: Antagonist of Human D 1 Dopamine Receptor: qHTS; D(1A) dopamine receptor (Homo sapiens), P21728; HEK293 TREx D1 cells, calcium flux, dopamine EC80; hits give low values; activity change, negative = inhibition, % at 10 µM; hit rate 3.2% among 360,000; in the data active = activity change below about -30%; note: % is set by controls: 0 for no effect and ±100 for the full control effect
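Tetracycline-induced HEK293 T-REx cells with force-coupled D1 receptor were loaded with a no-wash calcium dye. Compound was added after a 10 s baseline and read kinetically for 180 s; EC80 dopamine was then added and calcium flux followed another 180 s.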
D1 potentiator: Potentiators of Human D1 Dopamine Receptor: qHTS; AID 504651, 2011; hit rate 0.036% among 360,000; HEK293 TREx D1 cells, calcium flux, dopamine EC20 potentiation; potentiation, % at 10 µM; in the data active = potentiation above about 30%; note: 0% is about no effect
* hit, by the source's call; / = not tested or not shown. Cut-off read from the data, not from the text of the source, unless noted: active = activation above about 30%; inactive = the rest.

Compound	D2 antag	D2 ag	D2 PAM	D1 ag	TRHR enhancer	TRHR ag	RXFP1 antag	D1 antag	D1 potentiator
CN(C(=O)Nc1ccc(Cl)cc1Cl)C1CCCC1	-12	-0.7	9	0	0	-2.1	5	1	-3
COc1ccc(CNC(=O)C(C)OC(=O)c2cccs2)cc1 (configuration not stated)	-3	-0.2	33*	-3	5	-0.3	-2	3	-1
COC(=O)/C=c1\sc2n(c1=O)C(C)=CC(C)(C)N=2	-5	0.6	13	0	5	2.3	-7	11	-4
CC(C(=O)Nc1ccccc1C(F)(F)F)N1CCN(C)CC1 (configuration not stated)	-6	0.8	2	2	-1	0.0	1	10	-7
O=c1oc(-c2cccc(S(=O)(=O)N3CCOCC3)c2)nc2ccccc12	2	1.9	9	2	-4	0.0	-25	-17	-4
Nc1ccc(Cl)c(-c2nc3ncccc3o2)c1	-10	0.0	1	2	-6	2.9	4	0	-4
Cc1ccc(N(CC(=O)Nc2ccc(C)c(F)c2)S(=O)(=O)c2c(C)n[nH]c2C)cc1	/	1.1	-8	5	-1	3.2	/	8	-1
Cc1ccc(C)c(Cn2nnc3c(=O)[nH]c(C4CCCN(S(=O)(=O)Cc5ccccc5)C4)nc32)c1 (configuration not stated)	-17	0.5	-7	3	2	-0.3	17	3	-2
COc1ccc(C(=O)NCc2cc(C)nc3ccccc23)cc1OC	-6	-0.5	1	7	2	-0.1	-9	-8	5
Cc1ccc(-n2c([O-])nc(-[n+]3ccccc3)c2C=O)cc1	-6	-0.2	3	5	-10	-0.8	-4	4	-5
CCOC(=O)N1CCC(NC(=O)c2cc3c(=O)[nH]c4ccccc4c3n2C)CC1	0	-0.4	-3	2	3	-0.3	-3	-5	2
CC1CCC(NC(=O)CC2Oc3ccccc3NC2=O)CC1 (configuration not stated)	/	/	/	1	-1	-0.4	/	3	-2
COC(=O)c1c(N2C(=O)[C@H]3[C@@H](C2=O)[C@]2(C(=O)Nc4c(C)cc(C)cc42)N2CCC[C@@H]32)sc(C)c1C	25	1.5	/	0	3	0.6	1	7	-2
CC1CCC(NC(=O)CCS(=O)(=O)c2ccc3c(c2)CCN3C(=O)C2CC2)CC1 (configuration not stated)	-4	-0.4	10	2	3	0.3	16	-1	6
CC(C)(C)NC(=O)NC(=O)CSc1n[nH]c(-c2ccccc2Br)n1	9	0.4	2	0	-6	-1.2	-17	2	-6
Fc1cccc(Cl)c1CSc1ccc2nnc(-c3ccccn3)n2n1	13	0.0	-4	1	-2	-2.1	-19	0	4
Oc1c(Cl)cc(Cl)cc1C=Nc1ccc2c(c1)OCCO2	-8	/	-3	5	0	0.6	-10	1	-2
O=S(=O)(NC1CCCCC1)c1ccc(Br)cc1	3	-0.9	0	0	-3	-0.5	-21	12	-2
Nc1nnc(SCC(=O)c2ccco2)s1	10	-0.2	10	-1	-2	0.4	-2	11	1
CCn1ncc(Br)c1C(=O)NC(C)c1ccccc1 (configuration not stated)	5	1.0	9	-2	-1	-0.3	-10	22	4
CC(OC(=O)CC1CCCCC1)C(=O)Nc1ccc(S(N)(=O)=O)cc1 (configuration not stated)	3	-0.5	-2	0	8	-0.1	-1	-20	-4
Cc1ccc(C)c(N2CCN(C(=O)Cn3ncc4c([nH]c5ccc(C)cc54)c3=O)CC2)c1	3	0.4	-4	3	-4	0.5	-2	7	7
CCNS(=O)(=O)c1ccc(NC(=O)Cc2ccc(F)cc2)cc1	-19	0.0	/	3	-3	-0.8	0	3	0
CCOC(=O)CCNC(=O)N1CCCC(CNS(=O)(=O)c2cccs2)C1 (configuration not stated)	-5	0.8	4	4	-4	-0.7	5	-8	4
COc1cccc(C(=O)Nc2ccc3nc(SCc4ccc(C)cc4)sc3c2)c1	/	4.4	-2	7	6	1.2	/	-2	1
CCCCNC(=O)Nc1ccccc1C(=O)NCCC	-15	-0.4	-2	-1	-11	-1.0	9	9	-4
CCCCCCCCc1nnc(NC(=O)c2ccco2)s1	14	0.3	-23	1	-1	0.3	-5	7	-4
Cc1ccc(S(=O)(=O)N2CCC(C(=O)NNC(=O)c3ccncc3)CC2)cc1	-11	0.5	7	3	1	1.0	3	1	2
COc1cccc(C(=O)Nc2ccccc2-c2nc3ccccc3s2)c1	/	-1.1	16	0	0	1.4	-3	-3	-4
COC(=O)c1ccc(NC(=O)CC(=O)Nc2ccc(C(=O)OC)cc2)cc1	3	0.2	6	3	1	0.7	4	-10	1
Cc1cc(C)n(S(=O)(=O)c2ccc3oc(=O)ccc3c2)n1	-2	1.1	-1	2	5	0.4	-6	4	/
COc1ccc(Cl)cc1NC(=O)Cn1cnc2c1c(=O)n(C)c(=O)n2C	/	0.0	-5	5	-6	0.3	-2	-19	0
O=c1c2ccccc2nnn1Cc1ccc(F)cc1	6	-0.4	0	2	-11	0.1	-10	11	1
Cc1cc(OCn2ccc(C(=O)O)n2)ccc1Cl	1	0.5	13	2	-1	1.8	1	0	-1
COc1ccccc1/C=N/Nc1nccnc1Cl	8	-2.4	-2	2	5	0.5	0	3	-8
COc1cccc(NC=C2C(=O)OC(C)(C)OC2=O)c1	-2	-0.3	7	3	1	0.0	20	0	1
CCC(=O)c1ccc(OCC(O)CNC2CCCC2)cc1 (configuration not stated)	/	/	/	5	-2	0.8	-3	-3	0
Cc1ccn2c(C(=O)CSc3ccccc3Cl)c(C)nc2c1	-1	1.0	-1	3	29	0.3	-6	7	2
CCC(C)c1ccccc1NC(=O)COc1ccc(-n2cnnn2)cc1 (configuration not stated)	/	/	19	1	8	-0.1	7	10	-8
Cc1cc(C)cc(NC(=S)Nc2ccccn2)c1	10	0.5	9	0	1	0.2	-4	1	12
CCN(CC)C(=O)Cn1ccc(NC(C)=O)nc1=O	15	0.6	4	3	4	1.2	-6	12	3
CCOc1cccc(CN2CCC(Oc3ccc(C(=O)N4CCCC4)cc3)CC2)c1	-51	-0.1	-5	6	-1	-0.2	1	-3	4
CCOC(=O)c1nnn(-c2nonc2-n2cccc2)c1-c1cccc([N+](=O)[O-])c1	-11	-0.4	0	2	-5	-0.2	-11	-19	-3
CCn1c2ccccc2c2cc(N)ccc21	2	5.5	8	23	2	6.2	1	3	2
CC12CC(c3ccccc3O1)N(C(=O)c1ccco1)C(=S)N2c1ccccc1 (configuration not stated)	-4	-0.1	-8	2	-10	0.7	-9	8	-3
Cc1ccc(CN2C(=O)C(O)(c3c[nH]c4ccccc34)c3cc(Cl)ccc32)cc1 (configuration not stated)	/	0.3	-1	3	5	0.2	/	-7	-4
Cc1ccc(NC(=O)c2ncn(-c3ccccc3)n2)c(Cl)c1	/	/	4	2	-2	0.6	1	8	5
O=C(CSc1n[nH]c(-c2ccco2)n1)Nc1sc2c(c1C(=O)Nc1ccccc1)CCCC2	/	/	/	1	3	-0.9	-1	13	6
CCCC(=O)Nc1ccc(C(=O)n2ccc(C)n2)cc1	-5	-0.7	9	7	-5	-1.3	-3	4	1
Cc1cccc(-n2c(SC(C)C(=O)O)nc3sc4c(c3c2=O)CCCC4)c1 (configuration not stated)	-14	0.7	-1	0	-4	-0.3	-2	-28	-8

Three structures already listed, sorted by formula weight, low to high:
Compound	D2 antag	D2 ag	D2 PAM	D1 ag	TRHR enhancer	TRHR ag	RXFP1 antag	D1 antag	D1 potentiator
CCN(CC)C(=O)Cn1ccc(NC(C)=O)nc1=O	15	0.6	4	3	4	1.2	-6	12	3
Cc1cccc(-n2c(SC(C)C(=O)O)nc3sc4c(c3c2=O)CCCC4)c1 (configuration not stated)	-14	0.7	-1	0	-4	-0.3	-2	-28	-8
O=C(CSc1n[nH]c(-c2ccco2)n1)Nc1sc2c(c1C(=O)Nc1ccccc1)CCCC2	/	/	/	1	3	-0.9	-1	13	6

Continued:
Compound	D2 antag	D2 ag	D2 PAM	D1 ag	TRHR enhancer	TRHR ag	RXFP1 antag	D1 antag	D1 potentiator
COc1ccc(-c2nnc(SCc3nnc(-c4ccccc4)o3)n2C)cc1OC	-12	-0.3	2	-2	2	-0.4	16	7	-4
COc1ccccc1N1CC(C(=O)Nc2ccccc2N2CCCC2)CC1=O (configuration not stated)	9	-0.5	-2	6	-6	-0.6	-25	-6	9
COC(=O)c1c(/N=C/NOCc2ccc(Cl)cc2)sc2c1CCN(c1ncc(C(F)(F)F)cc1Cl)C2	-21	0.4	11	2	2	-0.1	-13	0	-4
O=C(/C=C\Nc1ccc(Cl)cn1)c1ccc(Br)cc1	-2	-0.7	-10	8	-2	0.0	-18	-14	-1
O=C(CN1CCCc2ccccc21)Nc1cc(S(=O)(=O)N2CCCC2)ccc1Cl	-8	0.3	-5	1	-8	-0.6	0	5	-2
CC(/C=C1\N=C(SCc2ccccc2)SC1=O)=C\c1ccccc1	28	1.0	3	4	-2	0.9	/	16	1
